HCV core dimer: HCV core protein dimerization inhibition. TR-FRET GST/Flag-core106 dimerization, 1536-well. inhibition, % at 5 µM. actives 0.33% (n = 300,000). AID 1899;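 active means inhibition above the mean of all tested compounds plus 3 SD, set per screening campaign, cut at about 45% in these data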
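Test system: GST/Flag-tagged HCV core106 proteins; Medium: KF-containing HEPES buffer, pH 7.45, DTT, CHAPS, BSA; Times: compound-protein-antibody incubation 4 h at 22.5 °C; Detection: TR-FRET 671 and 617 nm emission; Benchmarks: wells lacking GST-core106 and wells with excess unlabelled core106.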
CTSL1 counter: counter-screen for PFM18AAP inhibitors: inhibitors of F. hepatica cathepsin L1; inhibition, % at 5.96 µM; actives 0.49% (n = 300,000); recombinant F. hepatica cathepsin L1, Z-Leu-Arg-MCA fluorescence;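 active means inhibition above the mean of all tested compounds plus 3 SD, set per screening campaign, cut at about 17% in these data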;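 further: 0% = plate median of test compound wells and 100% = 1 µM Z-Phe-Ala-diazomethylketone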
AHR act: activators of human aryl hydrocarbon receptor. P35869. AHR-responsive luciferase reporter cells, luminescence. activation, % at 5 µM. actives 2.5% (n = 320,000). AID 2796; in the data active means activation above about 47%;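 further: 0% = vehicle wells and 100% = reference agonist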
proCasp7 act: activates human procaspase-7, counter-screen for procaspase-3 activators; P55210; recombinant procaspase-7, Ac-DEVD-pNA absorbance 405 nm; D23A/D198A/D206A triple mutant, cannot self-cleave; scale: DMSO 0, 5 µM enzyme 100; activation, % at 8.5 µM; actives 0.093% (n = 330,000); AID 463210;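 active means percent activation above the screen-wide mean plus 3 SD, cut at about 25% in these data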
Target sequence (P55210 whole entry D23A/D198A/D206A): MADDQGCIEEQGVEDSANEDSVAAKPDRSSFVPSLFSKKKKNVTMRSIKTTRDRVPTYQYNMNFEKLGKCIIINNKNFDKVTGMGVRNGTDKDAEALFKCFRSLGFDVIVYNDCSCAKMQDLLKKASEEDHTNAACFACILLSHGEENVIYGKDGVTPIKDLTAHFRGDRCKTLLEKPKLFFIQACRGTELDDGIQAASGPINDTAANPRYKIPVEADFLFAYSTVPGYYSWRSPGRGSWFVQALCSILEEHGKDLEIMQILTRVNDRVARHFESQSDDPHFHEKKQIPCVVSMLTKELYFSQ
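System: Uncleavable procaspase-7 mutant enzyme; Amount: 2 µM procaspase-7 mutant as dispensed; Schedule: 1 h compound preincubation, 2 h substrate cleavage, 25 °C; Measured by: 405 nm absorbance of p-nitroaniline; Evaluation: percent activation from buffer-corrected 0–120 min absorbance change; Control set: low DMSO alone, high DMSO plus 5 µM PC-7.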
TPT1 inh: C. albicans TPT1 enzyme inhibition; recombinant caTPT1, FP RNA substrate dephosphorylation; inhibition, % at 5 µM; actives 0.81% (n = 300,000); AID 1962;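 active means inhibition above the mean of all tested compounds plus 3 SD, set per screening campaign, cut at about 24% in these data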;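 further: plate controls were DMSO alone for no effect and ferristatin control at 100 nM for full effect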
PP1 inh: counter-screen for PP5 inhibitors: inhibitors of human PP1-alpha. purified PP1alpha, OMFP fluorescence. inhibition, % at 6.7 µM. actives 0.9% (n = 320,000). AID 2235;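 active means inhibition above the mean inhibition of all tested compounds plus 3 SD, computed separately for each screening campaign, cut at about 15% in these data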
Target sequence (P62136 whole entry, looked up): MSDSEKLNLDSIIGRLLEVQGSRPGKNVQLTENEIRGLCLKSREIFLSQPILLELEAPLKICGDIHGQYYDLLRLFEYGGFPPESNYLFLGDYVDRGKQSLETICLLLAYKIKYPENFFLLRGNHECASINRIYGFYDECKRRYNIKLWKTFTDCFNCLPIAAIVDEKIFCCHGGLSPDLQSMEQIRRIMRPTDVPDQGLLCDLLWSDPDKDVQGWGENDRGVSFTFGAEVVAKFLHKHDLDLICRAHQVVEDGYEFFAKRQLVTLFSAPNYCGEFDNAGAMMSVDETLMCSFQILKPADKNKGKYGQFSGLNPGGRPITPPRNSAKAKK
proCasp3 act: procaspase-3 (human) activation; P42574; recombinant procaspase-3 D3A, Ac-DEVD-pNA absorbance 405 nm; activation, % at 8.5 µM; actives 0.11% (n = 330,000); AID 463141;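 active means activation above the mean of all tested compounds plus 3 SD, cut at about 21% in these data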;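 further: 0% = DMSO alone and 100% = DMSO wells spiked with extra 5 µM PC-3 D3A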
Target sequence (P42574 whole entry D9A/D28A/D175A): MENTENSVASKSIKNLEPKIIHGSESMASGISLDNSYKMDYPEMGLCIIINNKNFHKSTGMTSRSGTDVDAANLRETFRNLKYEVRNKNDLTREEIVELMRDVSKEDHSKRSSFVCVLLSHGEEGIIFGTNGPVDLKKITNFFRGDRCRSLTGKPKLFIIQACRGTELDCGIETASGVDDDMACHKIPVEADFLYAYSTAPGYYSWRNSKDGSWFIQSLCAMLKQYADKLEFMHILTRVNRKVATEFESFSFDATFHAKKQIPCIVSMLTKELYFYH
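Assay system: Procaspase-3 D3A mutant, all three cleavage aspartates alanine. Buffer or medium: Zinc-free HEPES saline buffer with Triton X-100. Times: 1 h compound preincubation, 2 h substrate hydrolysis at 25 °C. Measured by: 405 nm absorbance of p-nitroaniline, reads at 0 and 120 min. Read-out basis: percent activation relative to control range. Replicates: singlicate.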
PP5 inh: inhibitors of human protein phosphatase 5 (PP5); actives 0.18% (n = 320,000); inhibition, % at 6.7 µM; P53041; purified PP5c, OMFP substrate fluorescence; AID 1987;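 active means inhibition above the campaign's mean inhibition across all tested compounds plus 3 SD, cut at about 9.5% in these data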;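 further: 0% = DMSO only and 100% = 100 µM cantharidin control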
PAFAH2 FP inh: inhibitors of human PAFAH2; recombinant PAFAH2, FP-rhodamine activity probe, fluorescence polarization; inhibition, % at 3.39 µM; actives 0.99% (n = 340,000); AID 492956;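 active means inhibition above the mean over all tested compounds plus 3 SD, cut at about 30% in these data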;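 further: inhibitors block probe labeling of enzyme so polarization drops; 0% = enzyme with DMSO and 100% = wells lacking PAFAH2 protein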
Active calls of the source: *; nt = no result given.

SMILES	HCV core dimer	CTSL1 counter	AHR act	proCasp7 act	TPT1 inh	PP1 inh	proCasp3 act	PP5 inh	PAFAH2 FP inh
CCOc1cc(C(C(=O)NCC2CCCO2)N(C(=O)Cn2nnc3ccccc32)c2cccc(OC)c2)ccc1O (stereo unspecified)	-1	-3	-2	-2	-1	2	1	-0.3	3
O=C(NCc1ccccn1)c1cc2n(n1)C(C(F)(F)F)CC(c1ccco1)N2 (stereo unspecified)	-6	-5	9	-5	2	0	-12	-4.2	3
COc1cccc(-c2nc(CS(=O)(=O)CC(=O)NC3CCCCC3C)c(C)o2)c1 (stereo unspecified)	-17	5	0	-5	-5	-2	-2	2.7	12
COc1ccc(OC)c(S(=O)(=O)N2CCN(CC(O)COc3ccccc3)CC2)c1 (stereo unspecified)	0	-4	-1	-2	-1	8	2	3.0	5
COc1ccc(CNC(=O)C(c2ccccc2F)N(C(=O)c2csnn2)C2CC2)cc1 (stereo unspecified)	-6	-5	1	4	0	-2	8	0.9	2
CCN(CC)P(=O)(Nc1ccc(C)cc1Br)c1ccc(N(C)C)cc1NC(=O)c1ccco1 (stereo unspecified)	18	-4	49*	-9	-3	9	-4	5.0	6
Cc1cc(C)nc(OC(C(=O)O)C(OCCc2ccccc2)(c2ccc(F)cc2)c2ccc(F)cc2)n1 (stereo unspecified)	14	0	1	11	-2	5	8	-0.1	1
COc1ccc(CNC(=O)C(=O)c2cn(CC(=O)N3CCOCC3)c3ccccc23)cc1	-4	6	4	7	0	-3	1	0.9	2
N#Cc1c(Nc2ccccc2)c(/C=N/N=C/c2ccccc2)c[nH]c1=O	14	6	17	0	-3	9	6	2.9	5
Cc1ccccc1C(=O)Oc1cc(N)n(S(=O)(=O)c2ccccc2)n1	5	-9	-2	-20	2	-2	-22	0.3	3
Cc1nc(NC(=O)c2cccc(-c3cc4ccccc4oc3=O)c2)ccc1Br	-13	3	15	-7	1	6	-1	0.1	-11
OCC1CCN(Cc2cn(Cc3ccccc3)nc2-c2cc3ccccc3o2)CC1	-2	0	2	0	2	-1	-3	-1.0	1
CN(CC(=O)Nc1ccc(F)c(F)c1F)C(=O)c1ccc2c(c1)NC(=O)CS2	nt	nt	5	-10	nt	-5	-1	1.1	5
O=C1Cc2cc(S(=O)(=O)Nc3cccc(F)c3)ccc2N1	nt	nt	0	6	nt	-1	-3	0.9	5
O=C(NCCCNC(=O)c1ccccc1Br)c1ccccc1Br	-12	0	2	-5	2	2	-5	0.4	-13
O=C(NCCC1CCCCN1S(=O)(=O)c1ccccc1)C(=O)Nc1ccccc1F (stereo unspecified)	2	4	3	7	2	-1	-12	0.7	-7
CS(=O)(=O)N(CC(N)=O)c1cccc(Br)c1	-9	0	-2	-1	0	-5	2	2.3	1
Cn1nccc1NC(=O)Nc1cccc([N+](=O)[O-])c1	-1	3	2	2	-1	-1	14	2.6	-1
CN(Cc1ccccc1)C(=O)COC(=O)/C=C/c1ccco1	3	-5	-2	1	0	4	-2	-0.9	12
COc1cc(NS(=O)(=O)c2ccc(NS(=O)(=O)c3ccccc3)cc2)nc(OC)n1	1	1	0	4	2	-1	-4	-0.6	16
CCCCNCc1cc(OC)c(OCC(N)=O)cc1Br	1	-1	1	6	0	-5	3	0.5	4
COc1ccccc1NC(=O)C(C(C)C)N1C(=O)c2ccccc2C1=O (stereo unspecified)	4	-1	1	-13	0	-3	-3	2.2	2
C=CCSc1nnc(NC(=O)COc2ccc3ccccc3c2)s1	18	-1	-3	-2	-3	3	0	2.0	5
COc1ccc(NC(=O)N(C)C[C@H]2Oc3c(NC(=O)Cc4ccccc4)cccc3C(=O)N([C@H](C)CO)C[C@@H]2C)cc1	nt	nt	1	-3	nt	nt	3	nt	-1
Cn1cnnc1SCCOc1ccc(Cl)cc1	-1	3	0	3	7	0	5	-1.8	-5
Cc1ccc(C(=O)Nc2ccc3c(c2)nc2n3CCSC2)cc1	10	-1	-7	0	-3	0	-10	1.2	0
C=CCn1c(N)c(C(=O)NCC2CCCO2)sc1=S (stereo unspecified)	1	3	10	-8	-6	-3	-1	2.5	3
COc1ccc(N2CCN(C(=O)c3ccc4c(Cl)c5c(nc4c3)CCCC5)CC2)cc1	8	2	3	9	-6	0	6	0.1	3
Cc1ccc(N2C(=O)C3N=NN(CC(=O)N4N=C(c5ccccc5)CC4c4ccccc4)C3C2=O)cc1 (stereo unspecified)	25	5	1	-19	2	5	-15	1.0	-3
COC(=O)c1cc(C(=O)OC)cc(-n2c(C)cc(C(=O)COC(=O)CNS(=O)(=O)c3ccc(C)cc3)c2C)c1	22	-38	-2	3	5	10	15	1.3	5
O=C(NCc1ccccc1)C(c1ccccc1)N(C(=O)c1csnn1)c1ccccc1 (stereo unspecified)	2	-6	1	0	-3	-3	-10	-1.8	7
CC1=NN(C(N)=S)C(=O)C1N=Nc1cccc([N+](=O)[O-])c1 (stereo unspecified)	-9	0	63*	2	-1	-4	0	1.3	10
O=C(NCc1ccc2c(c1)OCO2)C1CCCN(C(=O)c2ccc(Cl)cc2)C1 (stereo unspecified)	-2	0	1	7	2	-2	2	2.6	-3
Cc1ccc(C(=O)N2C(=O)C(c3ccccc3)Oc3ccccc32)cc1 (stereo unspecified)	-4	-2	5	-6	-1	-1	-5	0.6	-4
CC(c1ccccc1F)n1cc(C(=O)NCCc2ccco2)nn1 (stereo unspecified)	1	-2	3	5	2	-3	-3	-3.5	2
O=C(O)CCn1c(-c2ccccn2)nc2ccccc21	-4	0	0	-9	-3	0	-6	1.1	4
NC(=O)CN1CCN(C(=O)NC2CCCCC2)CC1	-3	-3	-2	-6	-3	-3	-4	2.4	1
COc1ccc(-c2cc(C3CCN(c4ccc(C(C)=O)cc4[N+](=O)[O-])CC3)[nH]n2)cc1	4	1	0	-11	-1	-1	-1	6.8	-4
CCCCCC(=O)NC(CC(=O)OC)c1ccc2c(c1)OCO2 (stereo unspecified)	2	4	-1	5	-1	-3	-2	-1.1	0
Cc1ccc(CNC(=O)CN(C(=O)C2(C)CC(=O)N=C3C=CC=CN32)c2ccccc2)cc1 (stereo unspecified)	-2	-3	-1	-11	-2	2	-2	0.6	-3

Arranged by length of the SMILES (lowest first): some entries from above.
SMILES	HCV core dimer	CTSL1 counter	AHR act	proCasp7 act	TPT1 inh	PP1 inh	proCasp3 act	PP5 inh	PAFAH2 FP inh
O=C(O)CCn1c(-c2ccccn2)nc2ccccc21	-4	0	0	-9	-3	0	-6	1.1	4
O=C(NCc1ccccc1)C(c1ccccc1)N(C(=O)c1csnn1)c1ccccc1 (stereo unspecified)	2	-6	1	0	-3	-3	-10	-1.8	7
COc1ccc(-c2cc(C3CCN(c4ccc(C(C)=O)cc4[N+](=O)[O-])CC3)[nH]n2)cc1	4	1	0	-11	-1	-1	-1	6.8	-4

The main list resumes, repeating the 4 entries before the break.
SMILES	HCV core dimer	CTSL1 counter	AHR act	proCasp7 act	TPT1 inh	PP1 inh	proCasp3 act	PP5 inh	PAFAH2 FP inh
NC(=O)CN1CCN(C(=O)NC2CCCCC2)CC1	-3	-3	-2	-6	-3	-3	-4	2.4	1
COc1ccc(-c2cc(C3CCN(c4ccc(C(C)=O)cc4[N+](=O)[O-])CC3)[nH]n2)cc1	4	1	0	-11	-1	-1	-1	6.8	-4
CCCCCC(=O)NC(CC(=O)OC)c1ccc2c(c1)OCO2 (stereo unspecified)	2	4	-1	5	-1	-3	-2	-1.1	0
Cc1ccc(CNC(=O)CN(C(=O)C2(C)CC(=O)N=C3C=CC=CN32)c2ccccc2)cc1 (stereo unspecified)	-2	-3	-1	-11	-2	2	-2	0.6	-3
Cc1ccc(N(C(C)C(=O)N2CCCCC2)S(C)(=O)=O)cc1C (stereo unspecified)	-2	-4	-1	-5	2	-3	3	3.8	-2
CNc1nc(-c2ccc(S(=O)(=O)N3CCCCC3)cc2)cs1	nt	nt	2	-16	nt	1	-6	2.4	-3
c1ccc(-c2noc(-c3ccc4c(c3)OCO4)n2)cc1	4	4	87*	-1	-3	2	1	2.2	-5
CC(=O)[C@H]1[C@@H]2C(=O)N(c3cccc(Cl)c3)C(=O)[C@@H]2[C@H]2c3ccccc3C=CN21	58*	11	39	-5	-3	0	0	0.8	23
CC(=O)N1c2ccccc2C(=O)OC1c1cccnc1 (stereo unspecified)	-3	5	4	6	-3	-2	6	2.6	3
CC(C)C(=O)Nc1nnc(Cc2ccccc2)s1	1	3	4	-3	-6	6	-3	1.4	-8
O=C(c1cn(-c2ccccc2)nc1-c1cccnc1)N1CCN(S(=O)(=O)c2ccccc2F)CC1	nt	nt	6	11	nt	-1	3	0.1	2
COc1cc(C2C3=C(CC(C)(C)CC3=O)N(C)C(=O)N2C)cc(OC)c1OC (stereo unspecified)	0	2	1	2	-5	0	13	2.6	-1
COc1ccc(N2CCN(C(=O)c3cc4ccccc4o3)CC2)cc1	0	1	-1	4	-2	-2	4	1.9	2
Cc1cc(Cl)n2ncc(-c3ccccc3)c2n1	-1	-1	0	-1	1	-2	1	-1.1	4
O=C(CN(c1ccc([N+](=O)[O-])cc1)S(=O)(=O)c1ccccc1)N1CCCCC1	1	4	-1	-18	1	2	6	0.4	-2
Cc1ccnc(NC2(C(F)(F)F)N=C3SCCN3C2=O)c1 (stereo unspecified)	-3	1	1	0	2	0	-3	-0.8	-1
O=C(CSc1ccc(-c2ccc(F)cc2)nn1)N1CCN(c2ccccc2)CC1	-1	-7	3	11	-5	-3	7	-0.5	-8
CCC1(C)Cc2ccccc2-c2nc(NCCCO)n(C)c(=O)c21 (stereo unspecified)	1	3	4	5	2	-3	-12	2.0	-1
O=C(N/C(=C\c1ccccc1)C(=O)N1CCCCCC1)c1ccccc1	0	2	33	6	-1	0	-2	2.1	-1
Cc1ccc2[nH]c3nc(SCC#N)nnc3c2c1	-10	4	5	6	-6	2	-3	-0.6	0
Cc1nn(C)c(C)c1CN(C)C(=O)c1cnn2c1NC(c1ccccc1)CC2C(F)(F)F (stereo unspecified)	2	9	-1	-10	1	-4	-1	-0.5	-2
COc1ccc(C(=O)NCC(=O)N/N=C/c2cccc(OC(=O)c3ccco3)c2)cc1OC	-1	-13	1	1	1	-1	1	-0.6	9
CC(C)(C)[C@H](N)C(=O)N[C@H]1CCC2C3CC=C4C[C@@H](O)CC[C@]4(C)C3CC[C@@]21C (stereo partly specified)	nt	nt	-1	1	nt	nt	11	nt	6
Cc1cccn2c(=O)c3cc(C(=O)NCc4ccco4)c(=N)n(C4CCCCC4)c3nc12	20	2	17	-15	0	1	-10	0.1	-2
CCNc1nc2c(c(=O)[nH]c(=O)n2C)n1CC(C)C	-10	-3	-2	6	1	-6	0	-2.2	-3
Cc1ccnc(NC(=O)CCC(=O)N(CC(=O)NCc2ccc(F)cc2)c2cccc(F)c2)c1	-4	-3	1	4	-2	4	6	3.8	-6
COc1ccc(N2CCN(C(=O)CN(c3cccc(OC)c3)S(=O)(=O)c3ccccc3)CC2)cc1	5	-2	3	5	-3	0	-3	3.8	3
COc1ccc(NC(=O)c2sc3ncn(CC(=O)N4CCN(c5ccccn5)CC4)c(=O)c3c2C)cc1OC	-5	8	7	-1	2	-7	-2	0.1	10
Nc1nnc(SCC(=O)N2CCN(c3cccc(Cl)c3)CC2)n1-c1ccccc1	0	1	-2	6	-2	-4	9	-0.2	0
